OX1R antag-1 = OX1R (human) antagonism | inhibition, % at 6.6 µM | AID 485270 | 330,000 compounds, 1.8% hits | OX1R-expressing cells, FRET antagonist read-out; in the data active means inhibition mostly above about 38%, no sharp cut-off; inactive means mostly below about 40%;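 further: 0% = agonist challenge alone and 100% = reference antagonist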
Target sequence (O43613 whole entry, looked up): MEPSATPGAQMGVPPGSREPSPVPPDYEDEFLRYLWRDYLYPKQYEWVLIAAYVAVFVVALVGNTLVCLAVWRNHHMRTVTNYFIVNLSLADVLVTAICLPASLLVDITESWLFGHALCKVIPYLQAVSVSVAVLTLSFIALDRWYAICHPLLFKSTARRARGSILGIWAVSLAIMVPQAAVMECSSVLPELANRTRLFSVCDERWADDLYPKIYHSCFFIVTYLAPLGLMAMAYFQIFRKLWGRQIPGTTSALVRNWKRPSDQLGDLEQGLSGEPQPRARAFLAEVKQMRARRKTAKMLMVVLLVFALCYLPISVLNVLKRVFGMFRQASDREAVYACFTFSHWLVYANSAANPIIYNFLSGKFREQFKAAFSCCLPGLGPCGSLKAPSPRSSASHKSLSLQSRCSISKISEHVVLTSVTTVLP
OX1R antag-2 = antagonists of human orexin 1 receptor | inhibition, % at 5 µM | O43613 | CHO/OX1R cells, Fluo-8 calcium fluorescence, orexin A | 330,000 compounds, 0.43% hits | AID 434989;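 active means inhibition above its plate's threshold, mean inhibition of all tested compounds on the plate plus 3 SD, cut at about 37% in these data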;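 further: 0% = orexin A challenge wells and 100% = SB-334867-A antagonist wells; not every result past the cut was called active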
Active calls of the source: *.

item | molecule | OX1R antag-1 | OX1R antag-2
1 | COc1ccc(CNC(=O)COC(=O)c2ccc(Br)c(S(=O)(=O)N3CCOCC3)c2)cc1 | 14 | -12
2 | COc1ccccc1C(=O)NCCC(=O)NCC(c1ccc(F)cc1)N1CCOCC1 (centres undefined) | 20 | -23
3 | CS(=O)(=O)c1ccc(C(=O)NCc2ccc(F)cc2)cc1 | 15 | 1
4 | O=C(c1cccc(S(=O)(=O)N2CCCCC2)c1)N(CCc1ccccc1)Cc1ccccc1 | 15 | -29
5 | Cc1ccc(NS(=O)(=O)c2ccc(C(=O)N3CCCCCC3)cc2)cc1 | 2 | 20
6 | Cc1cnc(C(=O)OCC(=O)Nc2cc(S(=O)(=O)N3CCOCC3)ccc2Cl)cn1 | 5 | -28
7 | N#C/C(=C\c1ccc(F)c(Br)c1)C(=O)NC1CC1 | 16 | -14
8 | COc1ccc(/C=C/C(=O)Oc2ccc(/C=N/NC(=O)c3ccncc3)cc2)cc1 | 7 | 1
9 | CC1CN(CC(=O)Nc2ccc(Br)cn2)CC(C)O1 (centres undefined) | 3 | 7
10 | CC1CCCC(NC(=O)COC(=O)Cc2ccc(Cl)cc2)C1C (centres undefined) | 6 | -12
11 | CCCC(c1nnnn1C1CCCCC1)N1CCN(C2CCCC2)CC1 (centres undefined) | 5 | -20
12 | FC(F)(F)c1cc(-c2ccco2)nc(-n2nnc3ccccc32)n1 | 7 | -18
13 | COc1ccc(-c2noc(COc3ccc(Cl)c(C)c3)n2)cc1 | 8 | -21
14 | O=C(NCc1ccccc1)c1onc(CSc2ccccn2)c1C(=O)NCc1ccccc1 | 35 | -14
15 | O=C(NC1CCN(C(=O)Nc2ccccc2Cl)CC1)c1ccccc1 | 10 | -11
16 | CCC1CCCCN1C(=O)Nc1cc(Cl)ccc1OC (centres undefined) | 5 | -8
17 | O=C(COc1cccc([N+](=O)[O-])c1)NN1C(=O)c2ccccc2C1=O | 9 | 4
18 | Cc1ccc(NC(=O)CN2C(=O)NC(C)(C3CC3)C2=O)cc1S(=O)(=O)N1CCCCC1 (centres undefined) | 6 | -11
19 | COC(=O)Cn1c(=NC(=O)c2ccc(OC)cc2)sc2cc(OC)ccc21 | 18 | -7
20 | COc1ccc(C(C(=O)NCC2CCCO2)N(Cc2ccc(F)cc2)C(=O)CNC(=O)c2ccco2)cc1OC (centres undefined) | 21 | 2
21 | COC(=O)c1ccsc1NS(=O)(=O)c1ccccc1 | 9 | 9
22 | C#CCNC(=O)C1=C[C@H](c2ccc(C#C)cc2)C[C@H](OCc2ccc(CO)cc2)O1 | 15 | -25
23 | COc1ccc(NC(=O)CSc2nc3c(c(-c4cccs4)c2C#N)CN(C)CC3)cc1OC | 7 | -12
24 | C=CCNc1nc(-c2ccc([N+](=O)[O-])cc2)cs1 | 13 | -16
25 | Cn1cc(S(=O)(=O)Nc2ccc3c(c2)OCCO3)cn1 | 15 | -6
26 | COCCNCC(=O)N1CCCCCC1 | 2 | 3
27 | COc1cc(C)ccc1S(=O)(=O)N1CCCCCC1 | 4 | -18
28 | O=C(N/N=C/c1sc(=O)[nH]c1-[n+]1ccc2ccccc2c1)c1ccccc1[O-] | 19 | 3
29 | O=C(CSc1nnc(CNC(=O)c2ccccc2)o1)c1ccccc1 | 23 | -2
30 | C=CCSc1nc2c(c(=O)[nH]c(=O)n2C)n1C(C)C | 18 | -19
31 | Cc1ccc(OCCNC(=O)c2ccc3ccccc3n2)cc1 | 13 | -9
32 | CCOc1ccc(C2c3c(oc4ccccc4c3=O)C(=O)N2CCCN2CCOCC2)cc1OCC (centres undefined) | 11 | -14
33 | COc1ccc(C(=O)c2cnc3ccccc3c2-c2ccccc2)cc1 | 41 | -27
34 | COc1ccc(/C=N/NC(=O)CCn2nc(C)cc2C)cc1O | 17 | -11
35 | CCOc1cccc(/C=C2/NC(=O)N(CC(=O)Nc3cccc(C)c3)C2=O)c1O | 27 | 10
36 | CCCCn1c(SCC(=O)c2ccccc2)nc2ccsc2c1=O | 12 | -6
37 | CCc1ccc(NC(=O)C(C)n2nc(C)c([N+](=O)[O-])c2C)cc1 (centres undefined) | 16 | 7
38 | Nc1[nH]nc2ncc3cc4ccccc4nc3c12 | 45 | -8
39 | Cc1cccc(Cn2c(C)nc3c(N)c(C)c(C)cc32)c1 | 19 | -33
40 | CCc1cc(C(=O)O)c(NC(=O)C(c2ccccc2)c2ccccc2)s1 | 30 | -8
41 | Cc1nn(Cc2ccccc2Cl)c(C)c1NC(=O)CCCn1nc([N+](=O)[O-])c(Cl)c1C | 25 | -31
42 | CSc1nc(N)nc(SCC(=O)Nc2ccc(Cl)cc2)c1C#N | 19 | -6
43 | CC1=C([N+](=O)[O-])C(c2ccccc2)NC(=O)N1 (centres undefined) | 7 | 3
44 | CS(=O)(=O)N1CCN(C(=O)CCc2ccccc2)CC1 | -3 | -15
45 | CC1(NC(=O)CN2CCN(c3cnn(-c4ccccc4)c(=O)c3Cl)CC2)CCS(=O)(=O)C1 (centres undefined) | 13 | 0
46 | O=C(NCCc1c[nH]c2ccccc12)C(=O)NCC1CCCO1 (centres undefined) | 7 | -11
47 | CC(C)(C)n1nnnc1C(c1cccc(C#N)c1)N1CCCc2ccccc21 (centres undefined) | 7 | -11
48 | O=C(NCc1ccccc1)N1CCN(CCO)CC1 | 8 | -10
49 | C=CCN(c1ccccc1)S(=O)(=O)c1cccc(C(=O)Oc2ccc3c(C)cc(=O)oc3c2)c1 | 15 | -11
50 | O=C1C(=O)N(Cc2cccnc2)C(c2ccccn2)/C1=C(/O)c1ccccc1 (centres undefined) | 29 | -5
51 | Cc1cccc(C)c1OCc1cc(C(=O)N(C)Cc2nc3ccccc3[nH]2)no1 | 36 | 21
52 | CC(c1ccc2c(c1)OCO2)n1c(=S)[nH]c2ccccc2c1=O (centres undefined) | 6 | -16
53 | O=C(COc1ccc([N+](=O)[O-])cc1)N/N=C/c1cc([N+](=O)[O-])ccc1N1CCOCC1 | 21 | -29
54 | CCN1C(=O)[C@H]2[C@@H](c3ccc(OC)cc3)N3C(=O)CN(CCOC)C(=O)[C@@]3(C)[C@H]2C1=O | 9 | -5
55 | CON/C=C(\C=Nc1ccccc1)c1ncc(C(F)(F)F)cc1Cl | 5 | -22
56 | COc1ccccc1CNC(=O)CN1C(=O)C(C)N(c2ccc(C)cc2)C1=O (centres undefined) | 9 | -13
57 | CCC(=O)Nc1c(-c2ccc(C)cc2)nc2ccc(C)cn12 | 14 | -2
58 | CC(C)c1cc(C(=O)N/N=C/c2ccoc2)cs1 | 2 | -11
59 | O=C(NCc1cccnc1)C1CCCN1S(=O)(=O)c1ccc(Cl)cc1 (centres undefined) | 3 | -19
60 | Cn1cc([N+](=O)[O-])c(C(=O)NC2CCCCCCC2)n1 | 44 | -9

3 of the compounds above, with values under each structure.
Below each compound – OX1R antag-1 | OX1R antag-2
[47] CC(C)(C)n1nnnc1C(c1cccc(C#N)c1)N1CCCc2ccccc21 (centres undefined)
→ 7 | -11
[48] O=C(NCc1ccccc1)N1CCN(CCO)CC1
→ 8 | -10
[49] C=CCN(c1ccccc1)S(=O)(=O)c1cccc(C(=O)Oc2ccc3c(C)cc(=O)oc3c2)c1
→ 15 | -11

Next section
item | molecule | OX1R antag-1 | OX1R antag-2
61 | Cc1cc(NC(=O)C2CCCCC2)ncc1NC(=O)c1ccccn1 | 5 | -19
62 | COc1cccc(CN2CCc3[nH]c(=S)[nH]c(=O)c3C2)c1 | 0 | -9
63 | CCC(C)(C)NC(=O)C(c1ccccc1F)N(C(=O)c1ccn[nH]1)c1ccccc1 (centres undefined) | 12 | -33
64 | O=c1c(C(c2ccc(F)cc2)c2c(O)nc3n(c2=O)CCS3)c(O)nc2n1CCS2 | 4 | -1
65 | Nc1cc(N)cc(C(=O)Nc2ccc3c(c2)C(=O)NC3=O)c1 | 3 | 1
66 | Cc1noc(C)c1COc1cccc(C(=O)N2CCc3ccccc32)c1 | 42 | -24
67 | Cc1ccc(NC(=O)C(C)OC(=O)Cc2c[nH]c3ccccc23)cc1S(=O)(=O)N1CCOCC1 (centres undefined) | 23 | -7
68 | CCCC1CC(C(=O)Nc2ccccc2)C(=O)O1 (centres undefined) | 26 | -3
69 | CCOC(=O)N1CCN(c2cc(N3CCN(CC)CC3)c(F)cc2[N+](=O)[O-])CC1C (centres undefined) | 18 | -18
70 | Cn1c(=O)c2c(-c3ccccc3)n(Cc3ccccn3)cc2n(C)c1=O | 34 | -12
71 | c1ccc(-c2ccc(C3=Nn4c(nnc4-c4cc(-c5ccccc5)n[nH]4)SC3)cc2)cc1 | 7 | -16
72 | CCc1cc(-c2nnc(SCC(=O)NC3CC3)n2C)cs1 | 1 | -14
73 | O=C(NCCCNC(=O)c1cnccn1)c1cccc(F)c1 | 3 | -9
74 | N#Cc1ccccc1CSc1nc(N2CCCCC2)nc(N2CCCCC2)n1 | 15 | -4
75 | COc1ccc(C(=O)Nc2ccc3[nH]ncc3c2)cc1 | 13 | -15
76 | CN(C)S(=O)(=O)N1CCN(c2cc(Cl)ccc2Cl)CC1 | 13 | -33
77 | CCCCN1CC(=O)N2[C@H]3c4ccccc4OC[C@@H]3[C@H](C(=O)OCC)[C@]2(C)C1=O | 10 | -2
78 | Cc1cc(Br)ccc1NCc1ccccn1 | 18 | 0
79 | O=C(CCCC(=O)N/N=C/c1ccccc1C(=O)O)N/N=C/c1ccccc1C(=O)O | 7 | -3
80 | Cc1onc(-c2c(F)cccc2Cl)c1C(=O)NC(C)c1ccccc1 (centres undefined) | 25 | -15
81 | CCOC(=O)C1=C(CC)Nc2ccccc2N=C1NC(=O)CCN1C(=O)C2CCCCC2C1=O (centres undefined) | 23 | -20
82 | COc1cccc(CNC(=O)CCS(=O)(=O)c2cc3c(cc2C)NC(=O)CO3)c1 | 12 | -19
83 | Nc1ccc(S(=O)(=O)c2ccc(N)c(N)c2)cc1 | -1 | -14
84 | CC1CCCCN1S(=O)(=O)c1ccc(C(=O)Nc2ccccc2-c2nc3ccccc3s2)cc1 (centres undefined) | 12 | -1
85 | COc1cc2c(cc1OC)C1(CCCC1)CNC2C (centres undefined) | 16 | -10
86 | O=[N+]([O-])c1cc(C(F)(F)F)ccc1SCC(O)CO (centres undefined) | 23 | -7
87 | CO[C@@]1(NC(=O)C2SC(=C(C(N)=O)C(=O)O)S2)C(=O)N2C(C(=O)O)=C(CSc3nnnn3C)CS[C@@H]21 (some centres undefined) | 16 | 7
88 | c1ccc2c(-c3csc(-c4ccncc4)n3)c[nH]c2c1 | 29 | -15
89 | CC(Oc1ccc(Cl)cc1)C(=O)N(C)CC(=O)Nc1ccc(N2CCOCC2)cc1 (centres undefined) | 7 | -8
90 | CC(C)OCCCNC(=O)c1ccc(Br)cc1 | 9 | -11
91 | COC(=O)C(Cc1ccccc1)N1CCS(=O)(=O)CC1 (centres undefined) | 13 | -7

Of the compounds above, these have an aryl methoxy group:
item | molecule | OX1R antag-1 | OX1R antag-2
1 | COc1ccc(CNC(=O)COC(=O)c2ccc(Br)c(S(=O)(=O)N3CCOCC3)c2)cc1 | 14 | -12
2 | COc1ccccc1C(=O)NCCC(=O)NCC(c1ccc(F)cc1)N1CCOCC1 (centres undefined) | 20 | -23
8 | COc1ccc(/C=C/C(=O)Oc2ccc(/C=N/NC(=O)c3ccncc3)cc2)cc1 | 7 | 1
13 | COc1ccc(-c2noc(COc3ccc(Cl)c(C)c3)n2)cc1 | 8 | -21
16 | CCC1CCCCN1C(=O)Nc1cc(Cl)ccc1OC (centres undefined) | 5 | -8
19 | COC(=O)Cn1c(=NC(=O)c2ccc(OC)cc2)sc2cc(OC)ccc21 | 18 | -7
20 | COc1ccc(C(C(=O)NCC2CCCO2)N(Cc2ccc(F)cc2)C(=O)CNC(=O)c2ccco2)cc1OC (centres undefined) | 21 | 2
23 | COc1ccc(NC(=O)CSc2nc3c(c(-c4cccs4)c2C#N)CN(C)CC3)cc1OC | 7 | -12
27 | COc1cc(C)ccc1S(=O)(=O)N1CCCCCC1 | 4 | -18
33 | COc1ccc(C(=O)c2cnc3ccccc3c2-c2ccccc2)cc1 | 41 | -27
34 | COc1ccc(/C=N/NC(=O)CCn2nc(C)cc2C)cc1O | 17 | -11
54 | CCN1C(=O)[C@H]2[C@@H](c3ccc(OC)cc3)N3C(=O)CN(CCOC)C(=O)[C@@]3(C)[C@H]2C1=O | 9 | -5
56 | COc1ccccc1CNC(=O)CN1C(=O)C(C)N(c2ccc(C)cc2)C1=O (centres undefined) | 9 | -13
62 | COc1cccc(CN2CCc3[nH]c(=S)[nH]c(=O)c3C2)c1 | 0 | -9
75 | COc1ccc(C(=O)Nc2ccc3[nH]ncc3c2)cc1 | 13 | -15
82 | COc1cccc(CNC(=O)CCS(=O)(=O)c2cc3c(cc2C)NC(=O)CO3)c1 | 12 | -19
85 | COc1cc2c(cc1OC)C1(CCCC1)CNC2C (centres undefined) | 16 | -10
